mABHD4 FP: inhibits mouse alpha/beta hydrolase domain 4 | purified mABHD4, FP-Rh probe fluorescence polarization | 0.54% of 370,000 active | AID 720543 | Q8VD66 | inhibition, % at 8.92 µM;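 active = inhibition exceeding the mean over every tested compound plus 3 SD, cut at about 30% in these data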;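 also: 0% = plate median of compound wells and 100% = S159A mutant with DMSO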
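Test system: mABHD4 protein; Read-out basis: % inhibition; Incubation: 45 min + 60 min at 25 °C; Repeats: single replicate; Technique: fluorescence polarization with parallel and perpendicular emission, 525/598 nm; Compound: 8.92 µM, single dose; Benchmarks: full inhibition S159A mutant plus DMSO, zero as sample-well median.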
TCR CD3 inh: human TCR-CD3 binding inhibition. TAMRA-labeled TCR probe fluorescence, biochemical. inhibition, % at 9.4 µM. 0.37% of 360,000 active. AID 651800; in the data active = inhibition above about 19%;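 also: recombinant mutant TCR 2C K166C tagged with TAMRA read by polarization; 0% = receptor in buffer alone and 100% = receptor with positive control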
SIAE inh: blocks human sialic acid acetylesterase; 0.69% of 370,000 active; inhibition, % at 9.66 µM; Q9HAT2; SIAE FP-Rh probe binding, fluorescence polarization;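 active = inhibition above a cutoff: mean of compounds within the control limits plus 3 SD of those, cut at about 17% in these data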;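 also: 0% = plate median of compound wells and 100% = probe without SIAE protein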
Target sequence (Q9HAT2 whole entry, looked up): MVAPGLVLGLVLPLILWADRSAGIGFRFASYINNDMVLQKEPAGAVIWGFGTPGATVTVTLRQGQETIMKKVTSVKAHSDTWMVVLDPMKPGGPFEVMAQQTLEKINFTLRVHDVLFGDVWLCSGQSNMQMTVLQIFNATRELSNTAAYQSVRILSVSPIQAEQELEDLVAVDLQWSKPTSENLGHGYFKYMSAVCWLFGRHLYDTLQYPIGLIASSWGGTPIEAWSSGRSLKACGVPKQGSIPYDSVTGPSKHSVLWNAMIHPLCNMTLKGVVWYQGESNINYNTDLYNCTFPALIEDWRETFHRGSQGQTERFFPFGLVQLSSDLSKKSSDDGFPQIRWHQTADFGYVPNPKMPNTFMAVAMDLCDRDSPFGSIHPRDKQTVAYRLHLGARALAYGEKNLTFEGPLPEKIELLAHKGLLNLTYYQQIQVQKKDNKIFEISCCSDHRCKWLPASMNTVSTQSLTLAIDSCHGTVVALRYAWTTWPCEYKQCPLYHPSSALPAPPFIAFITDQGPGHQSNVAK
GC-B act: GC-B (human) receptor activation; HEK293-GC-B cells, CNP EC30, cGMP TR-FRET; 0% at EC30 CNP, 100% saturating CNP; P20594; 0.11% of 370,000 active; activation, % at 10 µM;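 active = activation at 10 µM reaching about 35% in either raw or pattern-adjusted values, limit read from the data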
HTRA1 inh: blocks human HTRA1 serine peptidase; inhibition, % at 5.96 µM; recombinant HTRA1, FP-rhodamine activity-based probe, fluorescence polarization; 0.5% of 340,000 active; AID 504803; in the data active = inhibition above about 36%;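 also: 0% = enzyme with DMSO and 100% = wells lacking enzyme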
MBD2 inh: blocks human MBD2 binding to methylated DNA; Q9UBB5; inhibition, % at 4.4 µM; 0.31% of 370,000 active; AID 686964; TR-FRET, MBD2 binding to methylated oligonucleotide; in the data active = inhibition above about 13%
PRMT1 inh: inhibitors of human PRMT1 | inhibition, % at 2.79 µM | recombinant PRMT1, activity-based probe fluorescence polarization | AID 652257 | 1.3% of 370,000 active;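 active = inhibition above about 21% made by adding two undisclosed values, limit read from the data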
Target sequence (Q99873 whole entry, looked up): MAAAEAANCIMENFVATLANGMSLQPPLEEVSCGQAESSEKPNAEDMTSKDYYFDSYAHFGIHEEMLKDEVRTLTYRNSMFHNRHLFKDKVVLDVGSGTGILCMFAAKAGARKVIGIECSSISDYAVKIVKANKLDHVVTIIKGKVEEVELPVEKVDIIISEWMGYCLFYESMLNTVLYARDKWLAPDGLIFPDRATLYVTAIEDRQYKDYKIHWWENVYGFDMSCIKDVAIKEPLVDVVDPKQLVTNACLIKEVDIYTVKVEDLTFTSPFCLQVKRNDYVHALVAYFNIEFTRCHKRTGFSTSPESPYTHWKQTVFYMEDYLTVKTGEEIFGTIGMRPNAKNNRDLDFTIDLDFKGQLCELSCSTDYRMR
NPR1 activator: GC-A (human) enzyme activation. P16066. HEK293 GC-A cells, cGMP TR-FRET, EC30 ANP; 0% at EC30 ANP, 100% saturating ANP. activation, % at 10 µM. 0.14% of 370,000 active; in the data active = activation above about 40%
UHRF1 MBD2 ctr: human UHRF1 methylated DNA binding inhibitors; Q96T88; UHRF1 binding to methylated oligo, TR-FRET; inhibition, % at 4.4 µM; 0.75% of 370,000 active; in the data active = inhibition above about 21%;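 also: UHRF1 SRA domain binding a hemimethylated CpG hairpin DNA probe; 0% = median of test compound wells and 100% = reference inhibitor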
rCAG binder: molecules binding r(CAG) RNA repeats; inhibition, % at 3 µM; r(CAG) RNA repeat, TO-PRO-1 dye displacement fluorescence; 1.3% of 370,000 active;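 active = inhibition above the plate cutoff, the mean of all test compounds on that plate plus 3 SD, cut at about 35% in these data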;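 also: 0% = DMSO alone and 100% = 100 µM mitoxantrone as full dye displacement; higher means more dye released from RNA so lower well fluorescence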
* hit, by the source's call; nt = no result given. A portion of the library, so the mix of outcomes need not match the whole.

SMILES	mABHD4 FP	TCR CD3 inh	SIAE inh	GC-B act	HTRA1 inh	MBD2 inh	PRMT1 inh	NPR1 activator	UHRF1 MBD2 ctr	rCAG binder
O=C(CCN1CCN(Cc2ccccc2)CC1)Nc1ccccc1Cl	4	2	3	5	1	-5	-3	1	-2	-2
N#Cc1nc(-c2ccc(OCc3ccccc3)cc2)oc1NCCCn1ccnc1	2	5	1	-11	-2	-2	-4	-2	-2	1
COc1ccc(CC(=O)Nc2cc3oc4ccccc4c3cc2OC)cc1	-20	8	-8	4	-48	-1	-2	-3	0	7
Cc1cccc(-n2cnc(C(=O)N/N=C\c3ccc(Br)cc3)c2)n1	4	-3	1	4	-2	0	0	1	0	-1
C[C@@H](O)c1nc2ccccc2n1N	3	-2	2	-1	-3	5	-2	1	0	-2
OC(CN1CCN(c2ccccn2)CC1)Cn1c2ccccc2c2ccccc21 (stereo unspecified)	3	-6	-2	-7	-22	0	2	-7	2	-4
CCOC(=O)C1=C(C(=O)OCC)C2N(Cc3ccc(C#N)cc3)c3ccccc3[C@@]23C[C@@H](C(=O)OC)N(S(=O)(=O)c2ccc(F)cc2)C3=N1 (stereo partly specified)	-7	-1	-7	14	nt	2	2	2	0	16
S=c1[nH]nc(-c2cccnc2)n1-c1ccccc1	5	5	1	-4	-2	-2	1	0	-2	1
COc1ccc(OC)c(CNC(=O)c2[nH]c(C(F)(F)F)nc2-c2ccccc2)c1	-15	-7	4	-10	nt	7	2	1	1	3
COC(=O)[C@H](C(C)C)N(CCc1cn(CC2CCCCC2)nn1)S(=O)(=O)c1ccc(F)cc1Br	1	nt	-2	-3	nt	-4	-1	1	-2	0
CC1(C)CC2CC(C)(CN2CC(O)c2ccccc2)C1 (stereo unspecified)	11	5	1	2	-3	-5	-1	-4	-2	-1
COc1ccc(N2CC(NS(=O)(=O)c3ccc4ccccc4c3)CC2=O)cc1 (stereo unspecified)	4	6	-3	-10	-3	1	1	-12	-1	-2
COc1cc(C(=O)NCc2cn3ccccc3n2)cc(OC)c1OC	0	5	0	0	5	-3	-2	-2	-2	0
COc1ccc(N(CC(=O)Nc2ccc(F)c(Cl)c2)S(=O)(=O)c2c(C)noc2C)cc1	1	2	-18	3	-14	-4	5	-4	1	7
Cn1c(=O)c2[nH]c(=O)cnc2n(C)c1=S	1	6	-3	5	5	1	-7	1	-2	2
Cn1ncc([N+](=O)[O-])c1C(=O)N1CCCCCC1	11	-6	4	3	-1	4	2	-1	0	-6
COc1ccc(/C=N\NC(=O)c2sc(N)nc2C)cc1OC	3	-6	-2	15	-1	-3	1	12	4	3
COC(=O)CCc1c(C)c(C(=O)c2cc(F)c(F)c(F)c2F)c2ccccn12	0	2	1	0	-8	-1	0	-2	11	-3
CCOC(=O)c1c2c3c(cccc3n(C)c1=O)C(=O)c1ccccc1-2	10	15	1	0	23	-5	3	12	-1	7
CC(C)CN1CCN(Cc2nc(C(C)C)cs2)CC1CCO (stereo unspecified)	-1	6	0	1	2	4	-2	2	1	-8
Cc1ccc(C)c(NC(=O)CSc2sc3c(O)cc(=O)[nH]c3c2C#N)c1	4	8	0	3	-2	1	55*	4	15	51*
CC(OC(=O)c1cccc(S(=O)(=O)N2CCN(C)CC2)c1)C(=O)Nc1ccc(C(N)=O)cc1 (stereo unspecified)	0	-5	7	0	-2	0	3	-1	1	2
CCc1nnc(NC(=O)C(CC)CC)s1	-5	2	-3	1	-10	2	-3	3	3	-1
CS(=O)(=O)c1ccc2nc(NC(=O)c3cccc(NS(=O)(=O)c4ccc(F)c(F)c4)c3)sc2c1	-59	2	-77	-1	-52	-1	5	0	2	59*
CCOc1ccccc1/C=N/NC(=O)CNC(=O)COc1ccccc1	2	0	2	-3	5	4	-2	-1	0	-4
Cc1ccccc1OCCC(=O)Nc1ccc2c(C)cc(=O)oc2c1	-1	4	-12	-7	0	-2	7	-8	-5	3
Cc1ccc(CNS(=O)(=O)c2cn(C)cn2)cc1	10	-2	0	2	-5	-3	3	2	1	-3
Brc1c(OCCOCCn2cncn2)ccc2ccccc12	9	-1	1	-1	-2	-5	1	0	2	-5
O=C(CSc1c2c(nc3ccc(Cl)cc13)CCCC2)N1CCN(C(=O)c2ccco2)CC1	5	-1	-11	-10	-23	12	5	-12	18	-6
CCOC(=O)N1CCN(c2c(N3CCN(c4ccccc4F)CC3)c(=O)c2=O)CC1	-3	6	6	3	0	-2	-6	-1	1	-7
Nc1c(-c2ccccc2)cnc2c(-c3ccccc3)cnn12	4	-10	-7	-21	-3	1	-1	-42	2	4
CCOC(=O)N1CCN(C(=O)Cn2c(=O)sc3ccccc32)CC1	-2	-4	1	11	4	-1	-6	4	1	0
O=C(Cc1cccc([N+](=O)[O-])c1)Nc1cccc(C(=O)N2CCOCC2)c1	-2	0	0	-1	3	2	-1	1	7	-1
Cc1cc(C)nc(/N=C(\N)Nc2ccc([N+](=O)[O-])cc2)n1	-3	-10	-4	0	-1	-2	-1	1	7	3
COc1ccc(NC(=O)C2(C)CCCN(C(C)C)C2)cc1OC (stereo unspecified)	3	-9	4	0	nt	5	1	2	-3	0
CCOC(=O)C1(C)CCCN1C(=O)c1ccc(C)cc1 (stereo unspecified)	1	3	6	2	nt	-3	-2	2	-1	2
O=C(NC1CCCCC1)c1cnn2c(C(F)(F)F)cc(-c3ccco3)nc12	10	-6	8	3	-12	4	14	0	-1	16
CCOc1ccccc1NC(=O)C1C2CCC(O2)C1C(=O)O (stereo unspecified)	0	-1	2	-3	10	-5	-2	5	1	-1
O=C(C[n+]1ccc(C(=O)NCc2ccccc2)cc1)c1ccc2c(c1)OCCO2	4	-3	5	-4	-4	1	7	2	5	2
CN1C(=O)c2cc(NC(=O)c3ccc(F)cc3)ccc2OC[C@H]2O[C@H](CC(=O)NC3CCC3)CC[C@H]21	-3	nt	7	1	nt	-3	-1	-3	0	2
O=C(CSc1nc2ccccc2o1)Nc1ccc(Cl)cc1	-3	2	0	-7	-18	-3	-2	-4	1	1
Cc1cc(F)cc(C)c1Cn1cnc2c(cnn2C(C)(C)C)c1=O	4	9	2	0	14	3	-2	0	-2	-7
CCOC(=O)CCNC(=O)N1CCC(CCC(=O)NCc2ccc(F)cc2)CC1	-5	5	-5	0	8	-1	-1	4	1	-1
O=S(=O)(CCN1CCOCC1)c1ccc(OC(F)(F)F)cc1	-2	0	-8	2	2	-5	-4	-1	2	0
COc1cc(C)c(NC(=O)COc2ccc3c(c2)OCO3)cc1C	4	-8	4	-1	5	4	2	1	-1	-5
CCOC(=O)C1=C(C)NC(=O)C(C#N)C1c1ccncc1 (stereo unspecified)	7	1	3	-3	-4	3	14	1	-1	-1
CCOC(=O)N1CCc2c(sc(NC(=O)CN3CCOCC3)c2C#N)C1	1	4	5	5	nt	3	-5	-3	0	-6
CCC(C)NC(=O)CN1C(=O)NC2(CCc3ccccc3C2)C1=O (stereo unspecified)	5	0	-9	-5	5	-3	7	-4	1	-2
CC(O)C(NS(=O)(=O)c1ccc(Cl)cc1)C(=O)OCC(=O)N1CCN(c2ccccc2)CC1 (stereo unspecified)	8	6	6	1	2	1	0	2	0	3
O=C(C1CCN(c2ncnc3c2sc2cccc(F)c23)CC1)N1CCCCC1	1	nt	4	-1	nt	-4	1	1	-4	4

Next section
SMILES	mABHD4 FP	TCR CD3 inh	SIAE inh	GC-B act	HTRA1 inh	MBD2 inh	PRMT1 inh	NPR1 activator	UHRF1 MBD2 ctr	rCAG binder
Cc1ccc(NC(=S)NNC(=O)CSc2nc3ccccc3c(=O)n2-c2ccc(C)cc2)cc1	-3	-5	0	1	-6	2	2	-5	-2	45*
Cc1cccc(C(O)c2ncc(-c3ccc4ccccc4c3)[nH]2)c1C (stereo unspecified)	-1	-3	-1	-2	nt	4	2	-2	30*	4
Cc1ccc(CNC(=O)c2cccnc2Cl)cc1	3	1	-2	1	-1	1	1	2	-1	-1
O=C(CSc1nncn1-c1ccccc1)NC1CCCc2ccccc21 (stereo unspecified)	-1	-2	5	-2	-2	-1	-1	-4	-2	-6
CC#CC#Cc1cccc(=O)o1	-1	1	3	5	1	3	1	5	-1	2
O=[N+]([O-])c1ccc(N2CCN(Cc3ccccc3)CC2)nc1	2	-3	-4	-3	-5	-1	6	-7	1	-6
COc1ccc(S(=O)(=O)N2CCC(C(=O)NC3CCCCC3)CC2)cc1C	-5	-1	-1	-5	8	3	1	1	2	0
COc1ccc(S(=O)(=O)N2CCOCC2)cc1NC(=O)CSc1ncnc2ccccc12	6	3	-17	27	-6	-2	15	8	1	-2
CCOC(=O)C(C(=O)OCC)=C1OC(=O)c2ccccc21	4	5	0	4	2	0	0	1	-3	1
COc1ccccc1C(=O)OCCCN=C1NS(=O)(=O)c2ccccc21	3	3	-7	-2	7	1	0	1	0	-2

Random excerpt: 5 records from the list
SMILES	mABHD4 FP	TCR CD3 inh	SIAE inh	GC-B act	HTRA1 inh	MBD2 inh	PRMT1 inh	NPR1 activator	UHRF1 MBD2 ctr	rCAG binder
O=C(CSc1nncn1-c1ccccc1)NC1CCCc2ccccc21 (stereo unspecified)	-1	-2	5	-2	-2	-1	-1	-4	-2	-6
CCOC(=O)C(C(=O)OCC)=C1OC(=O)c2ccccc21	4	5	0	4	2	0	0	1	-3	1
COc1ccc(S(=O)(=O)N2CCOCC2)cc1NC(=O)CSc1ncnc2ccccc12	6	3	-17	27	-6	-2	15	8	1	-2
Cc1cccc(C(O)c2ncc(-c3ccc4ccccc4c3)[nH]2)c1C (stereo unspecified)	-1	-3	-1	-2	nt	4	2	-2	30*	4
CC#CC#Cc1cccc(=O)o1	-1	1	3	5	1	3	1	5	-1	2

Additional structures:
SMILES	mABHD4 FP	TCR CD3 inh	SIAE inh	GC-B act	HTRA1 inh	MBD2 inh	PRMT1 inh	NPR1 activator	UHRF1 MBD2 ctr	rCAG binder
O=S(=O)(c1ccc(NC(=S)NCc2ccc(F)cc2)cc1)N1CCOCC1	-10	11	-16	5	-6	4	1	-5	2	10
O=C(NCCCCc1ccccc1)C1CC(c2cccc(F)c2)=NO1 (stereo unspecified)	1	1	-2	4	-7	-1	0	2	-1	-9
CN(c1ccc(C(=O)Nc2ccc3c(c2)OCCO3)cc1)S(C)(=O)=O	-9	-4	-4	5	-1	2	2	3	3	3
Cc1ccc(CNC(=O)c2ccccc2NC(=O)CN2CC(C)OC(C)C2)cc1 (stereo unspecified)	-1	6	-6	2	5	-4	2	4	-3	-2
CS(=O)(=O)NCCSCc1ccccc1	0	7	-3	-7	4	-1	1	4	-1	2
CSc1nc2ncc3c(n2n1)CC(C)(C)CC3=O	4	1	5	0	nt	0	-1	2	-1	1
COC(=O)CNC(=O)CNC(=O)c1nn(-c2ccc(OC)c(OC)c2)c(=O)c2ccccc12	7	2	-3	3	5	-1	0	5	-1	-1
O=C(NCc1ccco1)c1nc(-c2ccccc2)n(-c2ccccc2)n1	-12	7	-7	-8	1	6	4	-7	8	2
CCCc1cc(=O)oc2cc(OCC(=O)N3CCc4ccccc43)ccc12	3	6	3	-5	-2	4	1	-4	-4	1
COc1cc(NC(=O)C2CCN(S(=O)(=O)c3cnc[nH]3)CC2)cc(OC)c1OC	6	1	3	-3	1	-6	-2	3	-1	-3
CC(=O)/C(=N/Nc1cccc(C)c1)N1CCOCC1	-3	1	4	0	0	-6	4	3	-1	0
CCCCCCn1c(CN2CCN(C)CC2)nc2c1c(=O)n(C)c(=O)n2C	3	2	-2	0	3	-4	-4	0	-1	-2
CN(C)C(CNC(=O)c1cccs1)c1cccnc1 (stereo unspecified)	-2	-11	2	3	-4	-2	-3	2	-2	1
Cc1cc(-c2csc(NC(=O)c3ccc(C#N)cc3)n2)c(C)n1Cc1ccccc1	4	9	0	-6	-4	-4	-2	-8	-1	14
